Screens from PubChem BioAssay.
S2 tox – Viability Counterscreen for Primary qHTS for Inhibitors of ATXN expression; S2 cells (HEK-293 line with an ATXN2-luciferase reporter) viability, CellTiter-Fluor protease fluorescence, 24 h; Potency, µM (highest dose often 56.7 µM), most hits filed as cytotoxic; 400,000 compounds, 0.49% hits; note: potency is the fitted concentration of half-maximal effect; nearly all actives have a fitted effect of over 40% in size
Nrf2 block – Nrf2 qHTS screen for inhibitors. A549 ARE-Fluc reporter, luciferase luminescence, 18-24 h. Potency, µM (series often up to 46 µM), inactives show at the top dose activity change, negative = inhibition, actives largely listed as inhibitors. 360,000 compounds, 2.1% hits. AID 504444, 2011; note: potency is the fitted concentration of half-maximal effect; % is set by controls: 0 for no effect and ±100 for the full control effect; nearly all actives have a fitted effect of over 60% in size
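Nrf2 activity is the BugLite luminescence, read 15 min after reagent at room temperature, following CellTiter-Fluor cytotoxicity readout (30 min, 37C). Compound titrations were applied for 18-24 h to 5000 A549 ARE_Fluc cells/well in 5% FBS OPTI-MEM.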
Nrf2 ARE act – qHTS of Nrf2 Activators | AREc32 ARE-luciferase reporter (MCF7-derived line), luminescence, 24 h | Potency, µM (doses to about 46.1 µM), inactives show at the highest dose activation, most hits filed as activators | 410,000 compounds, 0.31% hits | AID 624171, 2012; note: potency is the fitted concentration of half-maximal effect; % of control where 0% means no effect; nearly all actives have a fitted effect of over 65% in size
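Luciferase luminescence (Steady-Glo, 30 min at room temperature) served as the read-out of ARE activation in AREc32 cells treated with compounds for 24 hr at 37 deg C.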
pAkt inh – HTS Assay for Inhibitors of Akt Phophorylation: Primary Screen; Neuro2A IGF-stimulated pAkt S473 HTRF, 20 min; active compounds read low; activity change, % for hits at 50 µM; 360,000 compounds, 0.32% hits; in the data active = activity change below about -80%; inconclusive = mostly about -51% to -80%; note: % is set by controls: 0 for no effect and ±100 for the full control effect
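Single-point screen (50 µM final compound) in Neuro2A cells stimulated 20 min with 6 nM IGF at 37 deg C. After lysis, Ser473-phosphorylated Akt read by HTRF (ex 330 nm, em 615/665 nm) as the 665/615 ratio.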
A549 tox – Nrf2 qHTS screen for inhibitors: counterscreen for cytotoxicity; A549 ARE-Fluc cells, CellTiter-Fluor viability, 18-24 h; Potency, µM (top dose mostly 46 µM), for the others: top-dose activity change, negative = cytotoxicity, usual class: inhibitors; 390,000 compounds, 0.16% hits; AID 504648, 2011; note: potency is the fitted concentration of half-maximal effect; % is set by controls: 0 for no effect and ±100 for the full control effect
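A549 ARE_Fluc cells in 5% FBS OPTI-MEM were exposed to compounds in concentration-response for 18-24 h at 37 deg C. Viability was read by CellTiter-Fluor fluorescence (Ex 405/Em 525) after 30 min, before the luciferase read.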
Mm-Cpn inhibitor – Inhibitors of TCP-1 ring complex (TRiC) of Methanococcus maripaludis (MmCpn): qHTS; Chaperonin Mm-Cpn (Methanococcus maripaludis); purified Mm-Cpn ATPase, ADP Transcreener TR-FRET; Potency, µM (highest dose often 76.9 µM), for inactives: at the top dose activity, negative = inhibition, most hits filed as inhibitors; 330,000 compounds, 0.031% hits; AID 504842, 2011; note: potency is the fitted concentration of half-maximal effect; % is set by controls: 0 for no effect and ±100 for the full control effect; nearly all actives have a fitted effect of over 80% in size
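ATP (10 uM final) was added to archaeal chaperonin (25 nM final) after 10 min exposure to test compound at 37°C; after 30 min further incubation, ADP was detected by competitive TR-FRET.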
HepG2 tox – qHTS for Inhibitors of TGF-b: Cytotox Counterscreen; HepG2 CAGA-GFP viability, ATP luminescence, 18 h; Potency, µM (highest dose often 46.1 µM), without a hit: at the top dose activity change, negative = cytotoxicity, most hits filed as cytotoxic; 410,000 compounds, 0.76% hits; note: potency is the fitted concentration of half-maximal effect; some results filed as inactive show a strong effect at the top dose
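CellTiter-Glo luminescence gave cytotoxicity after 18 hours at 37 degrees C. The cells were HepG2 CAGA-GFP in 1% FBS DMEM, stimulated with 500 pg/mL TGF-beta after compound addition. %Activity was normalised to no-cell wells (complete cell-killing) and DMSO (no toxicity), and curves were fitted and classified.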
TGFb inhibitor – qHTS for Inhibitors of TGF-b; HepG2 CAGA-GFP TGF-b/SMAD3 reporter, GFP fluorescence, 18 h; TGF-beta stimulated, 500 pg/mL final; Potency, µM (series often up to 46.1 µM), without a hit: at the highest dose activity, negative = inhibition, hits mostly inhibitors; 410,000 compounds, 1.2% hits; note: potency is the fitted concentration of half-maximal effect; % is set by controls: 0 for no effect and ±100 for the full control effect; nearly all actives have a fitted effect of over 65% in size
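First, reporter cells (HEPG2 CAGA-GFP) rested 2 h at 37 degrees C. Next, compounds were pinned in and TGF-beta added to 500 pg/mL final. After 18 h, GFP was imaged per cell and summed per well.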
CCT chaperon mod – High-Throughput Screening for Modulators of Cytosolic Chaperonin Activity. purified chaperonin ATPase assay, HTRF ADP detection, 30 min. activity change, % (no concentration beside the values), hits read low. 360,000 compounds, 0.3% hits; in the data active = activity change below about -30%; note: % is set by controls: 0 for no effect and ±100 for the full control effect
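Enzyme 40 or 20 nM (batch-dependent) in Tris pH 7.4/KCl/MgCl2/DTT; cpd 76 uM single point; ATP 10 uM; 30 min 37 °C; Transcreener ADP HTRF detection, 30 min RT; ratio 665/615.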
Starred values were filed as active, the others as inactive; i = inactive; u = inconclusive; x = not tested or not shown; & = joins results of further samples; [ ] = dose if it differs, or a comment. Unless noted, calls come from the whole dose curve; as a rule, active = well fitted curve in the direction sought with a large enough effect; inconclusive = small, poorly fitted or top-dose-only effect, or another doubt; inactive = no such curve, though single readings can be large; an effect the other way counts as inactive or inconclusive.

Results follow in this order: S2 tox	Nrf2 block	Nrf2 ARE act	pAkt inh	A549 tox	Mm-Cpn inhibitor	HepG2 tox	TGFb inhibitor	CCT chaperon mod
1. Cc1ccc2c(c1)C1CN(C)CCC1N2S(=O)(=O)c1ccc(Oc2ccc([N+](=O)[O-])cc2)cc1 (stereo unspecified)
→ u	u	4.0%	i	-11%	0%[15.4 µM]	-38%	u	1.1
2. O=C(Nc1ccccn1)c1ccc(Br)s1
→ i	u	16µM*	i	-6%	-4%	-19%	-10%	-8.3
3. CN1OC[C@@H]2CN[C@H](c3ccc(-c4ccccc4)cc3)C[C@@H]21
→ i	x	0.2%	i	x	x	-4%	0%	0.4
4. CCOc1cc(CNc2ncnc3nc[nH]c23)ccc1OC
→ i	-2%	0.5%	i	1%	1%	-22%	-16%	-1.8
5. Cc1ccc(C(=O)N/N=C\c2ccc([N+](=O)[O-])o2)cn1
→ i	u	24%	i	-28%	1%	-36%	u	0.1
6. NC(=O)NCCCC(=O)NCC(c1ccccc1Cl)c1c[nH]c2ccccc12 (stereo unspecified)
→ u	-27%	-0.3%	i	1%	4%	0%	-5%	-0.8
7. C=CCn1c(N)c(C(=O)Nc2ccccc2OC)sc1=S
→ i	2%	7.2%	i	-5%	-1%	3%	25%	-0.5
8. CC(=O)C[C@H]1c2ccccc2S(=O)(=O)N1c1ccccc1
→ i	9%	-0.9%	i	1%	x	-1%&-16%	u	-1.9
9. CCNC(=O)C/C(C)=N/NC(=O)C1CCCCC1
→ i	-5%	0.4%	i	-2%	2%	-18%	19%	-1.6
10. O=C(NCC(=O)N1CCN(C(c2ccccc2)c2ccccc2)CC1)c1ccccc1Br
→ i	x	1.0%	i	x	x	-25%	u	0.9
11. CC(C)(C)c1ccc(C(=O)COC(=O)CN2C(=O)NC3(CCCC3)C2=O)cc1
→ i	2%	-0.2%	i	-3%	-3%	-2%	-7%	-1.9
12. CCOc1ccc(NC(=O)Cn2c(=O)n(CCCCC(=O)NCc3ccc4c(c3)OCO4)c(=O)c3ccccc32)cc1
→ i	-27%	-0.8%	x	-6%	x	-40%	u	x
13. CCN(Cc1ccccc1)C(=O)CC1Oc2ccccc2NC1=O (stereo unspecified)
→ i	-3%	0.3%	i	-5%	-1%	-21%	-21%	-0.1
14. Cc1nn(CCC(=O)O)c(C)c1C
→ i	11%	-0.4%	i	0%	1%	7%	25%	-1.5
15. COc1ccc(S(=O)(=O)N2CCCCCC2)cc1C(=O)OCC(=O)NC(C)(C)C
→ i	10%	0.1%	i	-8%	-2%	-7%	35%	1.6
16. O=C1CSC(=S)N1N=Cc1c(F)cccc1Cl
→ i	x	11%	i	x	x	-19%	-1%	1.0
17. CC(=O)C1=C(c2ccccc2)N(C(C)=O)n2c(nnc2C2CCCCC2)S1
→ x	x	0.2%	x	-15%	x	11µM*	11µM*	x
18. CCCCCCC(=O)Nc1ccc(S(=O)(=O)Nc2onc(C)c2C)cc1
→ i	1%	2.1%	i	-1%	x	20%	-5%	0.2
19. CCOC(=O)C1CCN(C(=O)C2CCCN(c3ncnc4c3nc3n4CCCCC3)C2)CC1 (stereo unspecified)
→ i	6%	0.5%	x	-12%	-3%	8%	-5%	-2.2
20. COc1cccc(NC(=O)CSc2nnc(-c3cc(C)n(-c4ccccc4)c3C)o2)c1
→ i	9%	0.3%	i	-12%	1%	-24%	-19%	-1.9
21. O=C(O)c1ccccc1C(=O)OCc1c(-c2ccccc2)ncc2ccccc12
→ i	-27%	-0.1%	i	-10%	1%	3%	3%	-4.9
22. O=S(=O)(CCc1ccccc1)/N=C/c1cccs1
→ i	-1%	-0.7%	x	1%	0%	15%	4%	-4.1
23. CCC(=O)N1c2ccccc2NC2=C(C(=O)CC(C)(C)C2)C1c1cccnc1 (stereo unspecified)
→ i	16%	-0.9%	i	17%	-1%	-17%	0%	0.0
24. CCCN(C(=O)CCNC(=O)c1ccc(Cl)cc1)c1c(N)n(Cc2ccccc2)c(=O)[nH]c1=O
→ i	6%	0.0%	i	0%	0%	9%	3%	-1.1
25. CCS(=O)(=O)c1ccc(-c2cccc(NC(=O)c3ccco3)c2)nn1
→ i	14%	23%	i	-6%	0%	-5%	u	-2.3
26. COc1ccc2sc(-c3ccc(SC)cc3)c(C#CCO)c2c1
→ i	u	8.5%	i	-1%	u	-37%	u	1.2
27. Cc1c(NC(=O)COC(=O)c2ccc[nH]c2=O)c(=O)n(-c2ccccc2)n1C
→ i	4%	-0.3%	i	8%	0%	-3%	17%	-2.5
28. O=C1c2cccc3cccc(c23)C(=O)N1c1cccnc1
→ u	21%	-0.7%	i	4%	0%	-12%	-15%	-2.1
29. Cc1ccc(S(=O)(=O)N2CCCC2C(=O)N(C)Cc2cccs2)cc1 (stereo unspecified)
→ i	0%	0.1%	i	2%	0%	1%	-5%	-1.3
30. CN(C)S(=O)(=O)c1cccc(NC(=O)c2cccc(S(=O)(=O)N3CCCCC3)c2)c1
→ i	-26%	2.0%	i	7%	0%	-3%	-20%	-1.7
31. O=C(N1CCCCC1)C1(S(=O)(=O)c2ccccc2)CC=CC1
→ i	u	0.0%	i	-5%	-1%	12%	16%	-2.6
32. CC(C)(C)OC(=O)NC(CNCc1ccccc1)Cc1ccccc1 (stereo unspecified)
→ i	-1%	4.6%	i	10%	2%	-23%	3%	-0.6
33. COc1cc(OC)cc(C(=O)NCC(=O)Nc2ccc(-c3ccccc3)cc2)c1
→ i	u	3.4%	i	1%	-2%	0%	u	1.2
34. CCCCNC(=O)CCn1c(=O)c2ccccc2n(Cc2cccc(Cl)c2)c1=O
→ i	7%	-0.7%	x	-7%	x	6%	9%	x
35. O=C(COc1ccc2ccc(=O)oc2c1)NCCCn1ccnc1
→ i	9%	-0.3%	i	1%	1%	0%	-2%	1.3
36. COc1ccc(CNC(=O)COC(=O)c2cc3ccccc3o2)cc1
→ i	u	0.0%	i	0%	-2%	36%	5%	-19
37. C(=C\CSc1nnnn1-c1ccccc1)/CSc1nnnn1-c1ccccc1
→ i	-9%	2.6%	i	-4%	-1%	-7%	2%	-1.6
38. O=C(CSc1nc(C(F)(F)F)cc(=O)[nH]1)NCC1CCCO1 (stereo unspecified)
→ i	-2%	-0.7%	i	1%	3%	-19%	-6%	2.1
39. CN(C)S(=O)(=O)N(CC(=O)N(Cc1ccccc1)Cc1ccccc1)c1ccccc1
→ i	x	-0.3%	i	-1%	-1%	1%	28%	-0.3
40. CC(C)c1ccc(NC(=O)C2Cc3c(-c4ccc5c(c4)OCO5)ccnc3O2)cc1 (stereo unspecified)
→ u	x	0.6%	i	x	x	-6%	27%	-0.3
41. CCN(CC)C(=O)C1=C(C)N(Cc2ccc(OC)cc2)C(=O)C(CC(=O)NC2CCCC2)C1 (stereo unspecified)
→ i	x	0.3%	i	x	x	9%	3%	0.2
42. Cc1ccc2nc(-c3ccsc3)c(Nc3ccccc3C)n2c1
→ i	u	0.7%	x	-7%	x	-34%	-17%	x
43. CCOC(=O)N1CCN(S(=O)(=O)N2CCCC(C(=O)NCCCN3CCC(C)CC3)C2)CC1 (stereo unspecified)
→ i	u	-1.1%	i	2%	0%	10%	0%	-1.1
44. CC(=O)c1cc(-c2ccc(F)cc2)n(CCC(=O)Nc2cccc(C)n2)c1C
→ i	18%	6.1%	i	3%	-3%	-14%	7%	1.0
45. OC(COc1ccc(CNCCc2ccc(C(F)(F)F)cc2)cc1)CN1CCCCC1 (stereo unspecified)
→ u	5%	7.6%	i	u	1%	-101%	u	1.1
46. CCOC(=O)[C@@H]1[C@H]2COc3cc(OC)ccc3[C@H]2N2C(=O)N(c3cccc(C)c3)C(=O)[C@]12C
→ i	9%	-0.8%	i	-4%	1%	-9%	-5%	-1.1
47. COc1ccc(/C=N/NC(=O)CCC(=O)Nc2ccccc2)cc1OC
→ i	18%	4.4%	i	13%	-2%	-18%	-16%	-23
48. O=C(C1CCN(c2nc3nonc3nc2N2CCCCC2)CC1)N1CCOCC1
→ i	8%	-0.6%	i	-9%	-6%	1%	1%	-0.4
49. COc1ccc(-c2cc3ncc(-c4ccccc4)c(N)n3n2)cc1
→ i	u	0.2%	i	2%	1%	-49%	u	-1.6

Four compounds picked at random from those above:
Results follow in this order: S2 tox	Nrf2 block	Nrf2 ARE act	pAkt inh	A549 tox	Mm-Cpn inhibitor	HepG2 tox	TGFb inhibitor	CCT chaperon mod
38. O=C(CSc1nc(C(F)(F)F)cc(=O)[nH]1)NCC1CCCO1 (stereo unspecified)
→ i	-2%	-0.7%	i	1%	3%	-19%	-6%	2.1
31. O=C(N1CCCCC1)C1(S(=O)(=O)c2ccccc2)CC=CC1
→ i	u	0.0%	i	-5%	-1%	12%	16%	-2.6
9. CCNC(=O)C/C(C)=N/NC(=O)C1CCCCC1
→ i	-5%	0.4%	i	-2%	2%	-18%	19%	-1.6
2. O=C(Nc1ccccn1)c1ccc(Br)s1
→ i	u	16µM*	i	-6%	-4%	-19%	-10%	-8.3

This is a random part of the collection. About 4.4% of those tested had a hit in this group.
